Rab7 wt modul – modulators of GTP binding to Rab7, primary screen, biochemical, wildtype, multiplex bead flow cytometry. Rab7 GTPase wild type (dog), Bodipy-FL-GTP binding. GST-Rab7 beads, fluorescent GTP binding; actives lie on both sides; untreated = 100%, excess cold GTP = 0%. GTP binding activity (percent of control), % at 10 µM. hit rate 0.055% among 190,000. AID 758, 2007;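 active = fluorescent GTP binding to Rab7 beads changed by at least 20 points from the 100% baseline, either direction, mostly lower; inconclusive = compound itself probably fluorescent, or too few beads counted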;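 also: median green fluorescence of bound Bodipy-FL-GTP per Rab7 bead population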
Cdc42 wt GTP – modulators of GTP binding to wildtype Cdc42, primary screen, biochemical, multiplex bead flow cytometry, Bodipy-GTP | Cell division control protein 42 homolog (Homo sapiens), P60953 | GST-Cdc42 beads; actives lie on both sides | percent activity (GTP binding), % at 10 µM | hit rate 0.2% among 190,000;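 active = percent activity GTP binding at least 20 points away from the 100% baseline, either down as inhibitor or up as activator; inconclusive = compound flagged as likely green fluorescent from well-wide comparison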;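 also: median bead fluorescence of bound Bodipy-FL-GTP at 100 nM; 0% = excess unlabeled GTP control and 100% = no compound control; below 100% means less GTP binding so inhibitor and above means activator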
Target sequence (P60953 whole entry, looked up): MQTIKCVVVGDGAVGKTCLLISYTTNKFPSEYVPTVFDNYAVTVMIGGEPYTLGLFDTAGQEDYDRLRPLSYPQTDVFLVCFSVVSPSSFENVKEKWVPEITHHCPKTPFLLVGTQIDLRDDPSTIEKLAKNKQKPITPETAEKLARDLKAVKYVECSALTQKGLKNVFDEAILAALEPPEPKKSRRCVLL
Rab2A wt mod – modulators of GTP binding to Rab2A wildtype, primary screen, biochemical, dog, bead-based flow cytometry, multiplex. hit rate 0.19% among 190,000. AID 760, 2007. Ras-related protein Rab-2A (Canis lupus familiaris), P61105. GTP binding activity, % at 10 µM. GST-Rab2 wt beads, Bodipy-GTP binding;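 active = GTP binding activity at least 20 points away from 100%, either lowered or raised; inconclusive = signal likely due to the compound's own green fluorescence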;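 also: 0% = beads with excess unlabeled GTP and 100% = no-compound control corrected for plate trend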
HRas wt GTP – modulators of GTP binding to HRas wildtype, primary screen, biochemical, bead-based flow cytometry, multiplex | GTPase HRas (Homo sapiens), P01112 | AID 759, 2007 | GST-Ras wt beads, Bodipy-FL-GTP binding; actives lie on both sides | GTP binding activity, % at 10 µM | hit rate 0.14% among 190,000;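 active = GTP binding activity at least 20% away from the 100% baseline, either lowered as inhibitor or raised as activator; inconclusive = flagged as likely green fluorescent, judged across all proteins in the well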;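 also: 0% = unlabeled GTP competition control and 100% = no-compound control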
Target sequence (P01112 whole entry, looked up): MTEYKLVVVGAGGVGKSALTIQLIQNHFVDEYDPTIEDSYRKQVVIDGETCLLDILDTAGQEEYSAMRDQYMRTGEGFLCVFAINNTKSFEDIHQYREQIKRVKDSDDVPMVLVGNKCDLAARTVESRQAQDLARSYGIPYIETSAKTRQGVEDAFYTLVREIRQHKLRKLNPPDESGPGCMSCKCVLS
Mcl1-Noxa inh – Mcl-1/Noxa binding inhibitors, primary screen, biochemical, TR-FRET, 1536-well. Induced myeloid leukemia cell differentiation protein Mcl-1 (Homo sapiens), Q07820. TR-FRET Mcl-1/Noxa peptide binding, 2 h. inhibition, % at 21.7 µM. hit rate 1.5% among 220,000. AID 1022, 2008;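 active = compounds that cut the protein-peptide binding signal by more than 50% relative to plate controls in a single-dose test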;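 also: His-tagged Mcl-1 with rhodamine Noxa BH3 peptide and terbium anti-His antibody; 0% = Mcl-1 plus Noxa peptide wells and 100% = peptide-only wells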
Target sequence (Q07820 whole entry, looked up): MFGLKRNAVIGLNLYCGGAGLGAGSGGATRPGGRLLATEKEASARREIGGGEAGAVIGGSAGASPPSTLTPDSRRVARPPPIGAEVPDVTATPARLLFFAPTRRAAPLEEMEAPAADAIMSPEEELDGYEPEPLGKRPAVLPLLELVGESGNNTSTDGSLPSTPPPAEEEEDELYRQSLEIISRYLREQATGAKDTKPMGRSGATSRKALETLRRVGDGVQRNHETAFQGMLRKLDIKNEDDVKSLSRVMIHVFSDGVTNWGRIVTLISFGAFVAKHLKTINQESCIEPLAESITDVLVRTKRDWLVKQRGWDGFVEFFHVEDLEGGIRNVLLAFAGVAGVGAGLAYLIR
Pf gamet viab – late stage P. falciparum gametocyte viability inhibitors, primary screen, ATP luminescence, HTS; P. falciparum stage V gametocytes, 24 h; inhibition, % at 10.9 µM; hit rate 0.065% among 150,000; AID 743093, 2013;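 active = inhibition above the mean plus 3 SD of compounds within the control limits, set per campaign, cut at about 38% in these data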;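 also: 0% = DMSO wells and 100% = medium only without gametocytes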
Mcl-1 Bim block – inhibitors of Bim peptide binding to Mcl-1, primary screen, biochemical, bead-based flow cytometry, multiplex; AID 1009, 2008; Bim peptide-Mcl-1 binding; hit rate 0.1% among 190,000; inhibition, % at 10 µM; in the data active = inhibition above about 40%;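 also: 0% = no compound tracer wells and 100% = peptide blocker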
Rac1 wt modul – wildtype Rac1 GTP binding modulators, primary screen, biochemical, GST-Rac1 beads, flow cytometry, multiplex. Ras-related C3 botulinum toxin substrate 1 (Homo sapiens), P63000. hit rate 0.27% among 190,000. fluorescent GTP binding; actives lie on both sides; 0 = cold GTP competed, 100 = untreated. GTP binding activity (% of control), % at 10 µM;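 active = GTP binding activity at least 20 points away from the 100% control level, either lower or higher; inconclusive = compound flagged as likely green fluorescent, judged across all proteins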
Rac1 mut GTP – GTP binding modulators of activated mutant Rac1, primary screen, biochemical, bead-based flow cytometry, multiplex, fluorescent GTP | Ras-related C3 botulinum toxin substrate 1 (Homo sapiens), P63000 | GST-Rac1 activated beads; actives lie on both sides; 100% means binding = to untreated wells | percent activity (GTP binding), % at 10 µM | hit rate 0.11% among 190,000 | AID 764, 2007;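 active = GTP binding at least 20 percentage points away from the 100% baseline, in either direction, so actives lie on both sides; inconclusive = Compound likely fluorescent itself, or too few beads counted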
Avidin fluor – green autofluorescence of compounds with avidin beads – biophysical, 488/530 nm, flow cytometry, artefact control, profiling panel; compound fluorescence 488/530 nm; active compounds read high; fluorescence (KMESF) at 10 µM; hit rate 0.38% among 220,000; AID 1775, 2009; in the data active = fluorescence above about 47; also: inactives centre near 10
Mcl1 Bid PPI – Mcl-1/Bid binding inhibitors, primary screen, biochemical, TR-FRET, 1536-well; Induced myeloid leukemia cell differentiation protein Mcl-1 (Homo sapiens), Q07820; TR-FRET Mcl-1/Bid-Dy647 peptide binding; inhibition, % at 21.7 µM; hit rate 0.97% among 220,000;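 active = compounds that cut the binding signal by more than half at the single screening dose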;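 also: His-tagged Mcl-1 with europium anti-His antibody binding Bid BH3 peptide; 0% = Mcl-1 plus peptide wells and 100% = peptide-only wells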
* hit, by the source's call; ? = inconclusive; nt = no result given. Rows are unselected; any-hit rate near 2.7%.

SMILES | Rab7 wt modul | Cdc42 wt GTP | Rab2A wt mod | HRas wt GTP | Mcl1-Noxa inh | Pf gamet viab | Mcl-1 Bim block | Rac1 wt modul | Rac1 mut GTP | Avidin fluor | Mcl1 Bid PPI
CC(C)CN(C(=O)COC(=O)c1c(Cl)ccc(Cl)c1Cl)C1CCS(=O)(=O)C1 (centres undefined) | 96 | 93 | 94 | 96 | 0 | nt | 6 | 98 | 97 | 5 | -17
COC(=O)c1sc2ncccc2c1OCc1ccc(Cl)cc1Cl | ? | ? | ? | ? | 12 | -19 | -4 | ? | ? | 32 | 23
O=C1c2ccccc2-c2cccc(C(=O)N3CCN(C(=O)c4ccccc4)CC3)c21 | 98 | 102 | 93 | 96 | 13 | -39 | 0 | 94 | 94 | 10 | -22
CC1=NN(C(=O)Cc2ccc([N+](=O)[O-])cc2)C(O)(c2ccccc2)C1 (centres undefined) | 100 | 101 | 101 | 100 | -14 | nt | 0 | 104 | 101 | 39 | 5
O=C(CCCCCC(=O)N(CCO)CCO)N(CCO)CCO | 99 | 100 | 96 | 98 | 21 | 15 | -1 | 100 | 96 | 6 | 36
CCOc1ccc(-n2c(=O)c3c4c(sc3n(CC(=O)NCC3CCCO3)c2=O)CCCC4)cc1 (centres undefined) | 94 | 96 | 95 | 95 | 16 | 14 | -21 | 98 | 95 | 25 | -1
COc1ccc(N2C(=O)N(Cc3cccc(F)c3)c3ccccc3S2(=O)=O)cc1 | 103 | 92 | 94 | 96 | -1 | nt | -3 | 97 | 93 | 27 | -7
Cc1ccc(NC(=O)C2=CCN(S(=O)(=O)c3ccc(F)cc3)CC2)cc1 | 98 | 100 | 103 | 102 | 4 | nt | -4 | 104 | 99 | 6 | -3
CC(C)=CCC/C(C)=C/CCC(C)NCCN1CCNCC1 (centres undefined) | 95 | 96 | 95 | 96 | 20 | nt | 0 | 97 | 96 | 21 | 10
CSc1ccc(CN(C)CC(=O)Nc2ccc(NC(C)=O)cc2)cc1 | 100 | 94 | 98 | 97 | 3 | 14 | -4 | 97 | 94 | 6 | -13

Full records, looked up by structure. Order of screens: Rab7 wt modul	Cdc42 wt GTP	Rab2A wt mod	HRas wt GTP	Mcl1-Noxa inh	Pf gamet viab	Mcl-1 Bim block	Rac1 wt modul	Rac1 mut GTP	Avidin fluor	Mcl1 Bid PPI
CSc1ccc(CN(C)CC(=O)Nc2ccc(NC(C)=O)cc2)cc1 reads 100	94	98	97	3	14	-4	97	94	6	-13
O=C(CCCCCC(=O)N(CCO)CCO)N(CCO)CCO reads 99	100	96	98	21	15	-1	100	96	6	36

More compounds:
SMILES | Rab7 wt modul | Cdc42 wt GTP | Rab2A wt mod | HRas wt GTP | Mcl1-Noxa inh | Pf gamet viab | Mcl-1 Bim block | Rac1 wt modul | Rac1 mut GTP | Avidin fluor | Mcl1 Bid PPI
OCC1(CCc2ccccc2)CCN(Cc2ccccc2Cl)CC1 | 103 | 96 | 99 | 98 | 5 | -10 | -4 | 98 | 93 | 1 | -33
O=[N+]([O-])c1ccc2n[nH]nc2c1 | 103 | 105 | 103 | 103 | 20 | nt | 0 | 109 | 99 | 10 | 7
COc1ccc(NC(=O)c2ccc3c(c2)C(=O)N(Cc2cccnc2)C3=O)cc1 | 96 | 100 | 95 | 97 | 3 | nt | 0 | 99 | 99 | 9 | 0
COC(=O)c1ccc(OC(=O)c2ccc(OC)cc2)c(OC)c1 | 96 | 95 | 94 | 96 | 6 | 15 | 1 | 96 | 95 | 8 | -10
Cc1ccc(NC(=O)CSc2n[nH]c(-c3ccco3)n2)cc1 | 98 | 99 | 94 | 99 | -8 | -10 | 1 | 103 | 95 | 11 | -17
O=[N+]([O-])c1ccc(N2CCN(CCO)CC2)cc1Sc1ccccn1 | 96 | 99 | 97 | 98 | 6 | -17 | 0 | 103 | 96 | 12 | -4
C=CCOC(=O)C1=C(C)NC(C)=C(C(=O)OCC=C)C1c1cn(-c2ccccc2)nc1-c1ccco1 | 107 | 99 | 101 | 102 | 5 | 0 | -2 | 106 | 100 | 3 | -12
CC(C(=O)N1CCCc2ccccc21)N1C(=O)c2ccccc2C1=O (centres undefined) | 98 | 101 | 100 | 102 | 15 | -6 | 1 | 103 | 97 | 4 | -4
CCOC(=O)c1cc(C(=O)Nc2ccccc2F)nn1C | 100 | 106 | 101 | 102 | -35 | nt | -3 | 110 | 101 | 7 | -21
O=C(COC(=O)c1cc(=O)[nH]c2ccc(Br)cc12)c1ccccc1 | 91 | 92 | 92 | 91 | -1 | 14 | 0 | 95 | 92 | 11 | -31
Cc1c(Cl)ccc2sc(NC(=O)CN3C(=O)c4ccccc4C3=O)nc12 | 102 | 101 | 101 | 98 | -7 | nt | -4 | 102 | 98 | 7 | -5
O=C(NCCCN1CCCC1=O)c1cccs1 | 98 | 103 | 101 | 100 | -6 | nt | -1 | 102 | 98 | 9 | -1
Nc1nn(-c2cccc(F)n2)cc1-c1ccc(Cl)cc1 | 101 | 98 | 97 | 95 | -9 | 5 | 0 | 100 | 97 | 11 | -52
COc1ccc(CCn2c(C)ccc2C)cc1OC | 95 | 99 | 101 | 100 | 4 | nt | -3 | 103 | 100 | 26 | -42
CCOC(=O)Cc1csc(NC(NC(=O)OCC)(C(=O)OCC)C(F)(F)F)n1 (centres undefined) | 98 | 100 | 100 | 101 | 8 | nt | 1 | 104 | 100 | 8 | -17
CC1(C)CC(=O)C=C(NNC(=O)c2ccc(N)cc2)C1 | 98 | 103 | 98 | 101 | 9 | -4 | -4 | 106 | 99 | 1 | -58
CCCOc1ccc(N2C(=O)C3ON(c4ccccc4)C(c4ccc(O)c(OC)c4)C3C2=O)cc1 (centres undefined) | 97 | 99 | 97 | 98 | 12 | 8 | 0 | 99 | 97 | 15 | 1
Cc1sc(NC(=O)/C=C/C(=O)O)c(C(N)=O)c1-c1ccc(C(C)(C)C)cc1 | 98 | 96 | 100 | 97 | 48 | nt | -6 | 99 | 100 | 13 | -16
CCOc1ccccc1C(C(=O)NCCOC)N(CCOC)C(=O)Cn1nnc2ccccc21 (centres undefined) | 101 | 96 | 96 | 96 | 10 | 5 | 0 | 100 | 96 | 6 | 0
C/C(=N/N=C(/N)SCc1ccccc1)C(C)(C)C | 101 | 90 | 96 | 96 | 11 | -19 | 1 | 93 | 93 | 10 | -8
CC1CCc2c(sc(NC(=O)CSc3nnc(-c4ccccc4)o3)c2C#N)C1 (centres undefined) | 95 | 100 | 96 | 98 | 4 | 5 | -4 | 101 | 99 | 3 | 5
CCCCn1cc(C(C)(C)C)c(C#N)c1NC(C)=O | 93 | 101 | 97 | 95 | -10 | nt | 0 | 99 | 99 | 4 | -41
O=C(c1cc2cc(Br)ccc2o1)N1CCOCC1 | 99 | 98 | 96 | 98 | 8 | 2 | 0 | 99 | 96 | 6 | -25
O=C1CC(c2nc3ccccc3[nH]2)CN1c1ccccc1 (centres undefined) | 90 | 94 | 93 | 93 | -10 | nt | -5 | 96 | 96 | 4 | -19
Cc1ccc(C(=O)CN(C(=O)c2ccc(Cl)cc2)N2C(=O)CCC2=O)cc1 | 92 | 98 | 97 | 98 | 12 | -21 | -6 | 93 | 98 | 10 | 6
COC(=O)c1[nH]c(C)c(/C(O)=C2\C(=O)C(=O)N(CCN(C)C)C2c2ccccc2OC)c1C (centres undefined) | 99 | 103 | 102 | 103 | 13 | nt | -1 | 107 | 100 | 5 | -6
COC(=O)C(C)N1C(=O)S/C(=C/c2cc(C)n(C(C)C)c2C)C1=O (centres undefined) | 97 | 100 | 99 | 99 | -27 | nt | -2 | 104 | 100 | 10 | -47
COc1ccc(C(=O)OCC(=O)N2CCCCC2)cc1[N+](=O)[O-] | 102 | 101 | 99 | 100 | 18 | -1 | -1 | 102 | 97 | 12 | -24
CC(=O)Oc1cccc(N2C(=O)CC(Nc3ccc(N4CCOCC4)cc3)C2=O)c1 (centres undefined) | 98 | 99 | 99 | 101 | 30 | -5 | -3 | 98 | 101 | 15 | -33
O=C(Cn1nc(-c2ccccc2Cl)ccc1=O)Nc1ccccc1-c1ccccc1 | 100 | 93 | 96 | 96 | 8 | nt | -3 | 97 | 94 | 9 | -14
CC(=O)OC(C(=O)NCCc1ccccc1)c1cccnc1 (centres undefined) | 95 | 98 | 98 | 98 | -7 | nt | -1 | 97 | 100 | 15 | -22
CCOc1ccc(C(=O)NCCCn2ccnc2)cc1 | 113 | 106 | 107 | 106 | 9 | nt | -1 | 105 | 101 | 16 | -21
Cc1nc2ccc(NC(=O)c3ccc(S(=O)(=O)N(C)C)cc3)cc2s1 | 101 | 97 | 98 | 99 | 14 | 16 | 3 | 99 | 95 | 23 | -3
Cc1ccc(/C=C/C(=O)NC(C)c2ccccc2)cc1 (centres undefined) | 99 | 104 | 99 | 103 | 3 | 13 | -2 | 109 | 101 | 13 | -34
CNC(=O)C(=O)N/N=C/c1ccccn1 | 93 | 94 | 94 | 95 | -6 | 27 | 2 | 103 | 95 | 9 | 2
COc1cc2nc(C3CC3)n(NC(=O)c3ccc(F)cc3)c(=O)c2cc1OC | 98 | 104 | 99 | 102 | 6 | 7 | -2 | 104 | 101 | 12 | -32
COc1ccccc1NC(=O)c1ccc2nc(N3C(=O)CCC3=O)sc2c1 | 94 | 100 | 96 | 98 | 11 | -5 | -1 | 96 | 96 | 10 | 6
CCOc1cc(S(=O)(=O)Nc2ccc(Cl)cn2)ccc1F | 98 | 99 | 96 | 97 | 15 | -13 | 0 | 97 | 93 | 6 | 2
COC(=O)C1=C(C)OC(N)=C(C#N)C1c1ccc(OC)c(CSc2ccccn2)c1 (centres undefined) | 100 | 99 | 99 | 101 | 18 | nt | 0 | 101 | 97 | 7 | -52
Nc1cc(=O)[nH]n1C1CCN(c2ccccc2)CC1 | 106 | 100 | 103 | 103 | -7 | nt | 1 | 99 | 96 | 16 | -82
CCOC(=O)c1cc2sc(C)cc2n1CC(=O)NCCc1ccccc1 | 101 | 100 | 98 | 98 | -16 | -3 | 1 | 100 | 96 | 13 | -44

Source: PubChem
